High-throughput results from PubChem.
KDM5B inh = blocks human KDM5B histone demethylase activity; Q9UGL1; AID 1347165; actives 2.6% (n = 220,000); KDM5B demethylase, FDH-coupled NADH fluorescence (FDH is formaldehyde dehydrogenase); Potency, µM (highest dose often 57.7 µM), without a hit: top-dose activity change, negative = inhibition, hits mostly inhibitors; active = well fitted inhibition curve with a large enough effect; inconclusive = small, poorly fitted or top-dose-only effect; inactive = no such curve, though single readings can be large or run the other way; also: 0% is about no effect; nearly all actives have a fitted effect of over 70% in size
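KDM5BΔAP (200 nM final) in 50 mM HEPES pH 7.5, 0.01% Tween-20 was preincubated 10 min at RT with compound over a concentration range. Substrate mix (H3K4me3 12.5 µM, α-KG 25 µM, Fe²⁺, ascorbate, NAD⁺, FDH) was added, and NADH fluorescence change over 30 min gave dose-response curves.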
* marks the source's active call; other numbers are inactive results; u = inconclusive; [ ] = another dose, or the depositor's remark. Potency is read from the fitted curve at half-maximal effect. Only part of the results is shown. The share of hits here may be higher or lower than overall.

compound | KDM5B inh
c1cc(CNC2C3CC4CC(C3)CC2C4)ccn1 (stereo not drawn) | -0.3%
CC(C)(C)C(=O)NCCC(=O)Nc1ccc2c(c1)CCC2 | 18.1%
COc1ccc(CN2CCc3nc(C(C)C)nc(-c4ccc(O)cc4)c3C2)cc1 | u
Cc1c(S(=O)(=O)NCc2ccccc2)c(=O)n(C)c(=O)n1C | 29.6%
CC(=O)c1ccc(NC(=O)CSc2nnc(N)s2)cc1 | -20.6%
CC1(C)CCCC2(C)C1CCC1(C)OC(=O)CC12 (stereo not drawn) | -10.3%
O=C(NCc1ccccn1)C(=O)NCC1OCCCN1S(=O)(=O)c1cc(F)ccc1F (stereo not drawn) | -6.7%
CCn1cc(-c2nc3c([nH]2)CC(C)(C)CNC3=O)cn1 | -20.1%
O=C(OCc1cc(=O)oc2cc(O)ccc12)c1ccc(F)cc1F | 459.3%[activator]
O=C1c2cc(N3CCOCC3)nc(-c3cccc(F)c3)c2CN1CC1CC1 | 35.5µM*
CCNC(=O)NC(=O)C(C)OC(=O)Cc1c[nH]c2ccccc12 (stereo not drawn) | -8.9%
CCCCCCOc1ccc(C(=O)COC(=O)c2ccc(Br)cc2)cc1 | 8.9%

KDM5B inh: what is marked active above
compound | KDM5B inh
O=C1c2cc(N3CCOCC3)nc(-c3cccc(F)c3)c2CN1CC1CC1 | 35.5µM*

(further entries)
compound | KDM5B inh
CCSc1nnc2n(C)c(=O)c3c(n12)-c1ccccc1CC31CCCCC1 | 4.2%
CC(Sc1nc(Cl)nc2nc[nH]c12)C(=O)NCCc1ccc(O)cc1 (stereo not drawn) | -3.7%
Cc1cc(C(=O)N[C@@H]2C[C@H](Cn3cc(CN4CCS(=O)(=O)CC4)nn3)[C@@H](O)[C@H]2O)nn1C | -30.7%
CCOC(=O)c1oc2cc(OC(=O)C(C)C)ccc2c(=O)c1-c1nc2ccccc2s1 | -5.2%
COc1cc(Cl)ccc1C(=O)N1CC[C@@](C)(O)[C@@H](O)C1 | -14.7%
Cc1cccc(OCC(=O)N2CCC[C@H]2c2nc(-c3ccc(F)cc3)no2)c1 | -8.5%
CCCS(=O)(=O)N1CCN(C2CCN(CCOC)C2=O)CC1 (stereo not drawn) | 5.8%
CCNC(=O)N(C1CC1)C1CCOC2(CCN(C(=O)c3ccc4nc[nH]c4c3)CC2)C1 (stereo not drawn) | 4.5%
Cc1cccc(C(C(=O)O)N2CCC(C(=O)N3CCCC3)CC2)c1C (stereo not drawn) | -13.5%
COCCNc1oc(-c2ccc(OC)cc2)nc1C#N | u
c1ccc(-n2nccc2CN2CCC3(CCNCC3)C2)cc1 | -8.7%
COc1cc(NC(=O)CN2C(=O)NC3(CCOCC3)C2=O)cc(OC)c1 | -14.8%

Single values from the results shown.
`COc1cc(NC(=O)CN2C(=O)NC3(CCOCC3)C2=O)cc(OC)c1` @ KDM5B inh = -14.8%
`CCOC(=O)c1oc2cc(OC(=O)C(C)C)ccc2c(=O)c1-c1nc2ccccc2s1` @ KDM5B inh = -5.2%
`CCSc1nnc2n(C)c(=O)c3c(n12)-c1ccccc1CC31CCCCC1` @ KDM5B inh = 4.2%
`Cc1cccc(OCC(=O)N2CCC[C@H]2c2nc(-c3ccc(F)cc3)no2)c1` @ KDM5B inh = -8.5%
`Cc1cccc(C(C(=O)O)N2CCC(C(=O)N3CCCC3)CC2)c1C` (stereo not drawn) @ KDM5B inh = -13.5%

(next part)
compound | KDM5B inh
Cc1sc2ncnc(N3CCC(C(=O)Nc4cccc(S(=O)(=O)N5CCCC5)c4)CC3)c2c1C | -20.1%
CC(C)c1ccc(CCNC(=O)Cc2cccc3cccnc23)cc1 | 4.3%
Cc1ccc(-n2c(-c3ccc(Br)cc3)nc3c(cnn3-c3ccccc3)c2=O)cc1 | u
CCc1ccc(S(=O)(=O)N(C)C(C)c2nc3ccccc3s2)cc1 (stereo not drawn) | 17.6%
COc1ccc(C(=O)N[C@@H]2CCC[C@@H]2C(=O)NCc2ccc3c(c2)OCO3)cc1 | 10.8%
CC(C)c1ccc(CN(C(=O)Cn2nc(C(N)=O)c3ccccc3c2=O)C2CC2)cc1 | 6.7%
COc1ccccc1Oc1ncccc1CNC(=O)C1CCOCC1 | -15.2%
CCC1Oc2ccc(C)cc2N(CC(=O)NCCN2CCOCC2)C1=O (stereo not drawn) | 36.3%[activator]
Cn1c(CNC(=O)Cn2nc3c(cc2=O)CCCC3)nc2ccccc21 | -2.9%
Cc1ccc(-c2cc3nc(-c4ccccc4)cc(C(F)(F)F)n3n2)cc1 | u
CC(C)c1csc(CN2CCCC(CNC(=O)c3cccc4ccccc34)C2)n1 (stereo not drawn) | u
O=C1NCCOCCCN(C(=O)COc2ccccc2)[C@H]2CCCC[C@@H]12 | 1.3%

By substructure: the entries above containing a Cl atom
compound | KDM5B inh
CC(Sc1nc(Cl)nc2nc[nH]c12)C(=O)NCCc1ccc(O)cc1 (stereo not drawn) | -3.7%
COc1cc(Cl)ccc1C(=O)N1CC[C@@](C)(O)[C@@H](O)C1 | -14.7%

(next part)
compound | KDM5B inh
CCOc1ccccc1CNC(=O)C1CCCN(c2ncnc3onc(-c4ccc(F)cc4)c23)C1 (stereo not drawn) | -0.8%
CCOC(=O)c1cnc(N2CCN(c3ccccc3)CC2)c2ccccc12 | -0.3%
COc1ccccc1OCc1nnc(SCC(=O)N2CCCC2)o1 | -2.0%
O=C(NCc1ccc(F)cc1)c1nc(-c2ccccc2)c2cnccn12 | 79.4µM*
CSc1ccc(Cl)c(C(=O)NCCCn2ccnc2)c1 | -16.5%
COc1ccc(-c2c(-c3ccc(OCCN4CCCCC4)cc3O)n[nH]c2C)cc1OC | -26.8%
COc1ccc(OCC2c3cc(OC)c(OC)cc3CCN2C(=O)COc2ccc(Cl)cc2Cl)cc1 (stereo not drawn) | -18.0%
CCC(=O)N(C1CCOCC1)C1CCN(S(=O)(=O)c2ccc3c(c2)CCCC3)CC1 | -9.7%
O=C1CC(c2noc(-c3ccccc3)n2)CN1c1ccc(Cl)cc1 (stereo not drawn) | -16.1%
Cc1c(NC(=O)c2ccccc2F)cccc1-c1nc2cccnc2s1 | -10.2%
Cc1ccc(-c2csc(NC(=O)COC(=O)c3ccc(F)cc3Cl)n2)cc1 | -8.4%
CCC(C)NC(=O)/C=C/c1ccc(C)cc1 (stereo not drawn) | 7.0%

Further structures
structure	KDM5B inh
O=C(O)/C(=C/C=C/c1ccccc1)NC(=O)c1ccccc1	u
COC(=O)c1ccccc1OS(=O)(=O)c1ccc2c(c1)CCC2	17.4%
CCOC(=O)c1c(NC(=O)c2cc(=O)c3c(C)cc(C)cc3o2)sc2c1CCC2	-2.6%
COCc1cc(C)nc(SCC(=O)Nc2ccccc2N2CCOCC2)c1C#N	-2.8%
O=C(CSc1nc2cc(S(=O)(=O)N3CCOCC3)ccc2o1)N1CCOCC1	-16.0%
CCN(CC)S(=O)(=O)c1ccc(OC)c(NS(=O)(=O)c2ccc3ccccc3c2)c1	5.8%
Cc1ccc(N2CCN(C(=O)C3CC(=O)N(c4n[nH]c5cccc(F)c45)C3)CC2)c(C)c1 (stereo not drawn)	u
COc1ccc(N2C(=O)C3(CCCCC3)C2C(=O)N2CCN(C(C)=O)CC2)cc1 (stereo not drawn)	14.7%
Cc1noc(-c2cn(C3CCN(C(=O)c4ccccc4)C3)nn2)n1 (stereo not drawn)	6.0%
COc1ccccc1C(=O)N1CCc2[nH]nc(C(=O)NCCCc3ccccc3)c2C1	16.6%
Cc1ccc2nc(CNC(=O)c3ccccc3)[nH]c2c1	8.1%
CCn1c(CNC(=O)c2ccc(Cl)cc2)nnc1SCC(=O)N1CCOCC1	18.5%
C/C=C/Cn1c(SCC(N)=O)nc2c1c(=O)[nH]c(=O)n2C	-5.3%
O=C(Cc1n[nH]c(=O)c2ccccc12)NCC(=O)N1CCN(c2ccc(F)cc2)CC1	-9.9%
NC(=O)c1cccc(CN2CCCC3(Cc4ccccc4N(C(=O)C4CCCC4)C3)C2)c1 (stereo not drawn)	-6.3%[115 µM]
COc1ccc2cnn(CC(=O)Nc3ccc(F)cc3F)c(=O)c2c1OC	u
O=C1Nc2ccccc2CN(CC2CCCCC2)C12CCNC2 (stereo not drawn)	u
COC[C@@H]1CN(S(=O)(=O)c2ccc(C)cc2C)C[C@H]1C(N)=O	23.7%
CNCC(=O)N1CCc2nc(N)nc(NCc3ccccc3F)c2CC1	-26.1%
Cc1ccc(-c2c(N)oc3ccccc3c2=O)cc1	-3.5%
CCCN(CCC)C(=O)Cn1c(=O)n(-c2ccc(Cl)cc2)c(=O)c2c3c(sc21)CCCC3	-3.0%
COc1ccc(C)c2sc(N(Cc3cccnc3)C(=O)c3cccs3)nc12	u
CN(C)CC1(O)CCC2(CCN(S(=O)(=O)c3ccc(F)cc3)CC2)CC1	-22.0%
O=C(c1cccc2cnccc12)N1CCCC2(C=Cc3ccccc3O2)CC1 (stereo not drawn)	-8.6%
COc1cccc(CC(=O)N2CCC3(CC2)CC(Cc2nc(-c4ccncc4)no2)CCO3)c1 (stereo not drawn)	19.1%
Cc1ccc(CNC(=O)CN2C(=O)COc3ccc(S(=O)(=O)Nc4ccccc4)cc32)cc1	-18.4%
Nc1nccnc1C(=O)NCCCNc1ccc(C(F)(F)F)cn1	194.2%[activator]
CCCNC(=O)N1CCCN(S(=O)(=O)c2ccccc2)CCC(=O)NCC1	-12.6%
COc1ccc(-c2[nH]c(-c3ccccc3)nc2SCC(=O)Nc2ccc3c(c2)OCCO3)cc1	24.5%
O=C1CC(c2ccccc2)N(S(=O)(=O)c2ccccc2)CCCCCN1 (stereo not drawn)	-6.5%
N#C/C(=C/c1ccc(O)cc1)c1nc2ccccc2o1	-24.5%
COc1ccc(OC)c(NC(=O)COc2ccc3c(c2)CCC3)c1	-10.9%
CN1CCN(c2nc3c(c(=O)[nH]2)CCN(Cc2cccc(C(F)(F)F)c2)CC3)CC1	4.8%
Cc1ccc(C(=O)NCCCNC(=O)c2nc3ccccc3c(=O)[nH]2)cn1	12.4%
CCC(C)NC(=O)C1COC2(CCN(C(=O)c3ccc(F)cc3)CC2)N1C(=O)c1ccccc1 (stereo not drawn)	-12.0%
Cc1nnsc1C(=O)Oc1ccc(Cl)cc1	u
COc1cc(S(=O)(=O)NCc2ccncc2)c(OC)cc1Br	1.6%
O=C(N[C@H]1CO[C@H]2[C@@H]1OC[C@@H]2n1cc(CC2CCCCC2)nn1)c1ccc(C(F)(F)F)cc1	-6.4%
CS(=O)(=O)N1CCCC1C(=O)Nc1ccc(-c2cccc(F)c2)cc1 (stereo not drawn)	u
Cc1nc2c3cccnc3nn2c(C)c1CCC(=O)NCc1ccccc1	u
CC(OC(=O)c1cc(=O)c2ccccc2o1)C(=O)Nc1cc(C(F)(F)F)ccc1Cl (stereo not drawn)	10.7%
CCCN1CCc2[nH]cnc2C12CCN(C(=O)c1ccc(CC)s1)CC2	u
O=C(CCOc1ccccc1)N1CCN(S(=O)(=O)c2ccccc2F)CC1	30.4%
Cc1cccc(NC(=O)COc2ccc3c(C)cc(=O)oc3c2)c1C	u
COc1ccc(CN2CC3(CCN(S(=O)(=O)Cc4ccccc4)CC3)C2=O)cc1	-4.5%
O=C(NCc1ccc(F)cc1)c1nc(-c2ccc(F)cc2)c2ccccn12	31.6µM*
Nc1nnnn1CC(=O)NCc1cccnc1Oc1ccc(F)cc1F	9.4%
O=C1NCCCCCCN(S(=O)(=O)c2cccs2)[C@H]2CCCC[C@@H]12	18.2%
C[C@@H]1CN(Cc2nc3c(n2Cc2ccccc2)C(=O)N(CC2CC2)CCN3)C[C@H](C)O1	-24.2%[86.2 µM]
O=c1c2nc(NCCOc3ccccc3)ccc2ncn1Cc1ccccc1	u

Quoted at random: two compounds from above
structure	KDM5B inh
CC(=O)c1ccc(NC(=O)CSc2nnc(N)s2)cc1	-20.6%
O=C1CC(c2noc(-c3ccccc3)n2)CN1c1ccc(Cl)cc1 (stereo not drawn)	-16.1%

Next section
structure	KDM5B inh
Cc1ccc(N2CC(c3nc(-c4ccc(N(C)C)cc4)no3)CC2=O)cc1C (stereo not drawn)	-6.8%
CCCc1cc(=O)[nH]c2nnc(SCCC(C)C)n12	-1.9%
COCCc1nncn1C1CCN(C(=O)c2cc(F)ccc2F)CC1	16.0%
COc1ccc(-n2c(=O)[nH]c3cc(C(=O)NCCc4ccccc4)ccc3c2=O)cc1OC	-6.7%
CCOCCn1c(N2CCN(Cc3ccc(Cl)c(Cl)c3)CC2)nc2c1c(=O)[nH]c(=O)n2C	-4.1%
CCc1ccc(NC(=O)Cn2c(=O)n(-c3ccc(OC)cc3)c(=O)c3ccc(C(=O)NCc4ccc(C)cc4)cc32)cc1	6.9%
O=C1NC(=NC2CCCC2)C2(CCN([S+](=O)([O-])c3ccccc3)CC2)N1c1cccnc1	18.3%[115 µM]
O=C1Cc2cc(C(=O)CSc3nnc(-c4ccncc4)o3)c(Cl)cc2N1	-3.0%
NC(=O)c1ccc(NC(=O)c2cc3n(n2)CC(c2ccc(Br)cc2)OC3)cc1 (stereo not drawn)	25.1µM*
CCCN(CCC)C(=O)C1CCN(c2ncnc3c2nc2n3CCCCC2)CC1	0.8%
Cc1cccc(C(=O)OCC(=O)c2cccs2)c1O	19.1%
O=[N+]([O-])c1ccc(Nc2ccc(Cl)cc2)c2nonc12	-30.0%
O=C(NCC1(c2ccccc2)CC1)c1ccc(S(=O)(=O)N2CCOCC2)cc1	-2.7%
N#Cc1cc2c(nc1N1CCN(C(C(=O)O)c3c[nH]c4ccccc34)CC1)CCCC2 (stereo not drawn)	u
CC(C)NC(=O)N[C@H]1C[C@@H](C(=O)N[C@H](Cc2c[nH]c3ccccc23)C(N)=O)N(C(=O)c2cccn2C)C1	u
